Siah-1 displacement = blockers of Siah-1 interaction with plectin peptide – biochemical, fluorescence polarization, rhodamine-plectin, uHTS, primary screen (AID 1817); Siah-1 / rhodamine-plectin peptide fluorescence polarization; higher % means a stronger effect; one-dose displacement, % at 20 µM; IC50 in µM for titrated hits; hit rate 0.02% among 290,000;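 active means displacement of at least 50% at 20 µM, with a fluorescence ratio check between 0.3 and a set limit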;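 further: plate controls were Siah plus tracer with DMSO for no effect and tracer alone without Siah for full effect; strong numbers were not always called active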
NOD2 inhibition = inhibition of NOD2-driven NF-kB reporter – cell-based, luminescence, uHTS, HEK293 (AID 1566); HEK293 NOD2/NF-kB luciferase reporter, luminescence; higher % means a stronger effect; inhibition, % at 4 µM, or EC50 in µM where a hit was titrated; hit rate 0.63% among 290,000; further: many of its hits are not listed in these tables
AID2073 = inhibitors of Mint1-CaV2.2 protein interaction, biochemical, HTRF (AID 2073); HTRF protein-protein interaction, Mint1-CaV2.2; higher % means a stronger effect; hit rate 0.19% among 290,000; inhibition, % at 20 µM; hits with a dose series show IC50 in µM; in the data active means inhibition mostly above about 51%, no sharp cut-off; inconclusive means no clear call, values can overlap the other calls; inactive means mostly below about 53%; further: some results filed as inactive read as strong as hits
XIAP antagonists = small molecules displacing peptide from XIAP – biochemical, IAP family, fluorescence polarization (AID 1018). XIAP BIR domain, fluorescence polarization peptide displacement; higher % means a stronger effect. displacement, % at 20 µM; hits with a dose series show IC50 in µM. hit rate 0.007% among 200,000; in the data active means displacement above about 50%; further: a part of the inactive calls stands beside numbers as strong as those of hits
CSM14.1 death rescue = protection against thapsigargin-triggered cell killing – 384-well, CSM14.1, ATP luminescence, primary screen (AID 1222); CSM14.1 thapsigargin-induced death rescue, ATP luminescence; higher % means a stronger effect; one-dose cellular ATP content (survival), % at 20 µM; EC50 in µM for titrated hits; 190,000 tested, under 10 active;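 active means EC50 below 50 µM in the dose-response confirmation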;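 further: death triggered by thapsigargin at about 15 µM added after 2 h compound pretreatment; cell ATP read after overnight thapsigargin exposure of roughly 18 to 22 hours; normalized against plate controls of thapsigargin alone and 5% DMSO vehicle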
Hep lipid drop = hepatic lipid droplet formation modulation. AML12 mouse hepatocytes, oleate lipid droplets, BODIPY imaging. inhibition, % at 6.5 µM. hit rate 0.4% among 240,000;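 active means lipid droplet intensity inhibited by at least 50%, with more than 500 cells counted; inconclusive means wells with under 300 cells, treated as cytotoxic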
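Material – mouse AML12 hepatocyte cell line, fixed after treatment · Compound dosing – one dose, 6.5 µM compound · Times – compound with oleate, overnight · Measured by – Image-based BODIPY and DAPI two-channel analysis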
LYP phosphatase = inhibitors of LYP phosphatase, biochemical, fluorescence intensity, uHTS (AID 1779); recombinant LYP phosphatase, fluorescence intensity; higher % means a stronger effect; inhibition, % at 11.5 µM; hits with a dose series show IC50 in µM; hit rate 0.054% among 290,000;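 further: plate controls were vehicle with enzyme for no effect and no enzyme for full effect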
P. falciparum M17LAP = P. falciparum M17LAP inhibitors, primary screen, biochemical, fluorogenic H-Leu-NHMec substrate, 1536-well (AID 1619); recombinant M17LAP, H-Leu-NHMec fluorogenic kinetic assay; higher % means a stronger effect; inhibition, % at 30 µM, or IC50 in µM where a hit was titrated; hit rate 0.38% among 220,000;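 active means compound inhibiting the enzyme by more than half at any dose during confirmatory dose-response retesting; inconclusive means strong single-dose inhibitors picked by rank but not retested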;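 further: plate controls were full reaction with DMSO carrier for no effect and no enzyme background for full effect; strong numbers were not always called active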
P. falciparum M1AAP = P. falciparum M1AAP inhibitors, biochemical, fluorogenic H-Leu-NHMec substrate, 1536-well (AID 1445); inhibition, % at 30 µM; hits with a dose series show IC50 in µM; hit rate 0.42% among 220,000; recombinant M1AAP, H-Leu-NHMec fluorogenic kinetic assay; higher % means a stronger effect;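 active means primary inhibition above the hit cutoff, then over 50% inhibition at one or more dose response concentrations, cut at about 23% in these data, passing the limit was not always enough; inconclusive means conflicting primary data, or primary hits not chosen for dose response; inactive means low primary inhibition, or under 50% at every dose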;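 further: plate controls were DMSO full reaction for no effect and no enzyme background for full effect; strong numbers were not always called active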
Hep lipid drop cells 6.5 µM = also measured in Hep lipid drop; calls as there; cell count; measured here: cell count, cytotoxicity flag;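 cells counted across two imaged fields per well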
Numbers without * were called inactive. Unless noted, no stated cut-off is given here; in the data, active means inhibition above about 50%; inactive means the rest.

Results for CCCCNS(=O)(=O)c1ccc(NC(=O)Cc2ccccc2[N+](=O)[O-])cc1 ?
Siah-1 displacement: -4%; NOD2 inhibition: 0%; AID2073: 5%; XIAP antagonists: -1.4%; CSM14.1 death rescue: -2.2%; Hep lipid drop: -3; LYP phosphatase: -8%; P. falciparum M17LAP: -1%; P. falciparum M1AAP: -2%; Hep lipid drop cells 6.5 µM: 699

Results for Cc1c(/C=N/NC(=O)c2sc3ccccc3c2Cl)cnn1C ?
Siah-1 displacement: 1%; NOD2 inhibition: 6%; AID2073: 4%; XIAP antagonists: -22%; CSM14.1 death rescue: -1.6%; LYP phosphatase: -2%; P. falciparum M17LAP: 10%; P. falciparum M1AAP: 7%

How did Cc1ccc(C(=O)N/C(=C/c2cccs2)C(=O)N2CCCCCC2)cc1 do in these assays?
Siah-1 displacement: 3%; NOD2 inhibition: 18%; AID2073: -7%; XIAP antagonists: -1.5%; CSM14.1 death rescue: -1.0%; LYP phosphatase: 0%; P. falciparum M17LAP: -3%; P. falciparum M1AAP: 5%

What do the screens show for `CC(C)OCCCNC(=O)Nc1cccc2ccccc12`?
Siah-1 displacement: -3%; NOD2 inhibition: 10%; AID2073: -2%; XIAP antagonists: -4.7%; CSM14.1 death rescue: -1.5%; Hep lipid drop: -25; LYP phosphatase: -8%; Hep lipid drop cells 6.5 µM: 658

How did O=C(CSCc1ccccc1)N/N=C/c1ccccc1OCc1ccccc1 do in these assays?
Siah-1 displacement: 2%; NOD2 inhibition: -18%; AID2073: 11%; XIAP antagonists: -3.8%; CSM14.1 death rescue: -1.9%; LYP phosphatase: 0%; P. falciparum M17LAP: 14%; P. falciparum M1AAP: -4%

Results for Cc1cccc(NC(=S)N(CCCN2CCOCC2)C(C)c2cc3ccccc3o2)c1 (stereo unspecified) ?
Siah-1 displacement: -4%; NOD2 inhibition: 2%; AID2073: -10%; XIAP antagonists: -1.2%; CSM14.1 death rescue: 1.0%; Hep lipid drop: 16; LYP phosphatase: -7%; P. falciparum M17LAP: -3%; P. falciparum M1AAP: 3%; Hep lipid drop cells 6.5 µM: 723

How did C/C(=N\NC(=O)C1(C)NC(C)(C)Cc2ccccc21)c1ccccc1 (stereo unspecified) do in these assays?
Siah-1 displacement: 2%; NOD2 inhibition: 0%; AID2073: 0%; XIAP antagonists: -1.9%; CSM14.1 death rescue: -0.5%; Hep lipid drop: 1; LYP phosphatase: -5%; Hep lipid drop cells 6.5 µM: 735

How did N#CC1(C#N)CC(C=O)=C(N)C1(C#N)CC(=O)C12CC3CC(CC(C3)C1)C2 (stereo unspecified) do in these assays?
Siah-1 displacement: 2%; NOD2 inhibition: 14%; AID2073: 9%; XIAP antagonists: -2.5%; CSM14.1 death rescue: 9.8%; Hep lipid drop: 9; LYP phosphatase: 2%; P. falciparum M17LAP: -1%; P. falciparum M1AAP: 0%; Hep lipid drop cells 6.5 µM: 609

Results for Cn1c(SCc2nn[nH]n2)nc2c1c(=O)n(Cc1ccccc1Cl)c(=O)n2C ?
Siah-1 displacement: 4%; NOD2 inhibition: 15%; AID2073: 12%; XIAP antagonists: -0.7%; CSM14.1 death rescue: -0.9%; Hep lipid drop: -2; LYP phosphatase: -9%; P. falciparum M17LAP: -11%; P. falciparum M1AAP: 2%; Hep lipid drop cells 6.5 µM: 690

What do the screens show for `CCN(CC)CCCCCOc1ccccc1OC`?
Siah-1 displacement: -1%; NOD2 inhibition: 3%; AID2073: 4%; XIAP antagonists: -2.1%; CSM14.1 death rescue: -0.5%; LYP phosphatase: -8%; P. falciparum M17LAP: 7%; P. falciparum M1AAP: -3%

Results for COCCn1c(C)cc(/C=C2/SC(=O)N(C(C)C(=O)OC)C2=O)c1C (stereo unspecified) ?
Siah-1 displacement: 0%; NOD2 inhibition: -67%; AID2073: 7%; Hep lipid drop: 0; LYP phosphatase: -7%; P. falciparum M17LAP: 0%; P. falciparum M1AAP: 5%; Hep lipid drop cells 6.5 µM: 727

How did Cn1c(=NC(=O)c2ccccc2[N+](=O)[O-])sc2cccc(F)c21 do in these assays?
Siah-1 displacement: 2%; NOD2 inhibition: -151%; AID2073: 22%; Hep lipid drop: 0; LYP phosphatase: 0%; P. falciparum M17LAP: 6%; P. falciparum M1AAP: 5%; Hep lipid drop cells 6.5 µM: 740

Results for CCOc1ccc(CC(=O)Nc2c(C(N)=O)oc3ccccc23)cc1OCC ?
Siah-1 displacement: 1%; NOD2 inhibition: 22%; AID2073: 14%; XIAP antagonists: -4.0%; CSM14.1 death rescue: -2.4%; Hep lipid drop: 6; LYP phosphatase: -4%; P. falciparum M17LAP: 7%; P. falciparum M1AAP: 2%; Hep lipid drop cells 6.5 µM: 742

Results for CSc1sc(C(=O)NCC2CC2)c2c1S(=O)(=O)N(C)c1ccccc1-2 ?
Siah-1 displacement: 6%; NOD2 inhibition: 13%; AID2073: -4%; LYP phosphatase: -7%; P. falciparum M17LAP: 1%; P. falciparum M1AAP: -1%

What do the screens show for `CC(C)c1ccc(OCC(=O)N(Cc2ccco2)C2CCS(=O)(=O)C2)cc1` (stereo unspecified)?
Siah-1 displacement: -4%; NOD2 inhibition: 5%; AID2073: 5%; Hep lipid drop: -4; LYP phosphatase: -11%; Hep lipid drop cells 6.5 µM: 740

How did COc1ccc(-c2cc(C(F)F)n3ncc(C(=O)N4CCc5ccccc5C4)c3n2)cc1 do in these assays?
Siah-1 displacement: -3%; NOD2 inhibition: -7%; AID2073: inconclusive; XIAP antagonists: -8.7%; CSM14.1 death rescue: 1.2%; Hep lipid drop: 14; LYP phosphatase: 6%; P. falciparum M17LAP: -23%; P. falciparum M1AAP: 8%; Hep lipid drop cells 6.5 µM: 678

How did O=C(CCN1c2ccccc2Sc2ccccc21)Oc1ccccc1 do in these assays?
Siah-1 displacement: -5%; NOD2 inhibition: 18%; AID2073: -7%; XIAP antagonists: -3.0%; CSM14.1 death rescue: -0.6%; Hep lipid drop: 14; LYP phosphatase: -5%; P. falciparum M17LAP: 11%; P. falciparum M1AAP: 2%; Hep lipid drop cells 6.5 µM: 606

Results for Oc1ccc(-c2nnc(SCc3ccccc3)o2)cc1 ?
Siah-1 displacement: 2%; NOD2 inhibition: -36%; AID2073: 15%; LYP phosphatase: -2%

How did O=C(/C=C/c1ccccc1)NC(N1CCOCC1)C(Cl)(Cl)Cl (stereo unspecified) do in these assays?
Siah-1 displacement: -1%; NOD2 inhibition: 15%; AID2073: 6%; XIAP antagonists: -6.1%; CSM14.1 death rescue: 2.1%; Hep lipid drop: -14; LYP phosphatase: 2%; P. falciparum M17LAP: 1%; P. falciparum M1AAP: -3%; Hep lipid drop cells 6.5 µM: 686

How did Cc1ccc(N(C)C(=O)c2cnn(-c3ccccc3)c2C)c(C)c1 do in these assays?
Siah-1 displacement: 3%; NOD2 inhibition: 2%; AID2073: -4%; Hep lipid drop: -3; LYP phosphatase: -6%; Hep lipid drop cells 6.5 µM: 784

How did O=C(NC1CC1)c1ccc(S(=O)(=O)NCC2CCCCC2)cc1 do in these assays?
Siah-1 displacement: 2%; NOD2 inhibition: 13%; AID2073: 18%; XIAP antagonists: -2.6%; CSM14.1 death rescue: -1.2%; Hep lipid drop: -17; LYP phosphatase: -8%; P. falciparum M17LAP: 10%; P. falciparum M1AAP: 3%; Hep lipid drop cells 6.5 µM: 674

How did Cc1cnn(-c2cc(N/N=C/c3ccccc3)ncn2)c1 do in these assays?
Siah-1 displacement: -2%; NOD2 inhibition: -58%; AID2073: 9%; XIAP antagonists: -3.4%; CSM14.1 death rescue: -1.8%; LYP phosphatase: -10%; P. falciparum M17LAP: -3%; P. falciparum M1AAP: -1%

How did COc1ccccc1CCNC(=O)c1cc(-c2ccccn2)nc2ccc(Br)cc12 do in these assays?
Siah-1 displacement: -6%; NOD2 inhibition: 7%; AID2073: 26%; XIAP antagonists: -11%; CSM14.1 death rescue: -1.3%; LYP phosphatase: -8%; P. falciparum M17LAP: -5%; P. falciparum M1AAP: -1%

How did CC(C)CCNC(=O)c1cc(-c2cccs2)nc2ccccc12 do in these assays?
Siah-1 displacement: -8%; NOD2 inhibition: 8%; AID2073: 15%; LYP phosphatase: -6%

What do the screens show for `COc1nc(N(C)C)nc(-n2nnc(C(C)=O)c2C)n1`?
Siah-1 displacement: 0%; NOD2 inhibition: 0%; AID2073: 10%; XIAP antagonists: -0.1%; CSM14.1 death rescue: 2.1%; LYP phosphatase: -1%; P. falciparum M17LAP: 0%; P. falciparum M1AAP: -2%

What do the screens show for `C#CCOCCOCCOCCNc1nc(N2CCOCC2)nc(N2CCN(C(=O)[C@H]([C@@H](C)CC)n3cc(CCCN=C(N)N)nn3)CC2)n1`?
Siah-1 displacement: 18%; NOD2 inhibition: 5%; AID2073: -5%; XIAP antagonists: -7.0%; CSM14.1 death rescue: 3.6%; Hep lipid drop: 18; LYP phosphatase: -3%; P. falciparum M17LAP: -3%; P. falciparum M1AAP: 5%; Hep lipid drop cells 6.5 µM: 797

How did O=S(=O)(c1ccc(NC(=S)NCc2ccc(F)cc2)cc1)N1CCOCC1 do in these assays?
Siah-1 displacement: 2%; NOD2 inhibition: 1%; AID2073: -14%; Hep lipid drop: 3; LYP phosphatase: -6%; Hep lipid drop cells 6.5 µM: 824

How did Cc1cc(NC(=O)c2ccccc2F)n(C(C)(C)C)n1 do in these assays?
Siah-1 displacement: 1%; NOD2 inhibition: -8%; AID2073: 6%; Hep lipid drop: 7; LYP phosphatase: -8%; P. falciparum M17LAP: 7%; P. falciparum M1AAP: 5%; Hep lipid drop cells 6.5 µM: 742

How did Cc1ccc(C(C)C)c(OCC(O)CN2CCN(CCO)CC2)c1 (stereo unspecified) do in these assays?
Siah-1 displacement: 8%; NOD2 inhibition: 0%; AID2073: -8%; XIAP antagonists: -6.1%; CSM14.1 death rescue: -2.0%; Hep lipid drop: -14; LYP phosphatase: -10%; P. falciparum M17LAP: -16%; P. falciparum M1AAP: -3%; Hep lipid drop cells 6.5 µM: 709

What do the screens show for `CNC(=O)CSc1nc2nn(-c3ccccc3)c(=O)c-2c2n1CCCCC2`?
Siah-1 displacement: 3%; NOD2 inhibition: -18%; AID2073: 22%; XIAP antagonists: -4.9%; CSM14.1 death rescue: -1.2%; LYP phosphatase: -1%; P. falciparum M17LAP: 6%; P. falciparum M1AAP: 5%

Source: PubChem (several laboratories)

Only part of the results is shown. The share of hits here may be higher or lower than overall.
